Candida biofilm: clotrimazole potentiators killing Candida biofilms, primary screen, with clotrimazole, Alamar Blue; inhibition, % at 6 µM; 85,000 tested, 0.14% active; C. albicans biofilm + clotrimazole;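 active = inhibition above 20%; inactive = inhibition below 20%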;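 also: preformed 24 hr biofilms exposed to compound for 48 hr; 0% = biofilm without compound and 100% = blank killed by clotrimazole plus chlorhexidine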
Plk1 PBD FP: Plk1 polo box domain binding inhibitors, primary screen, biochemical, fluorescence polarization. Serine/threonine-protein kinase PLK1 (Homo sapiens), P53350. Plk1 PBD phosphopeptide binding. inhibition, %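 (tested at about 20 µM)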. 97,000 tested, 0.13% active. AID 693, 2007; in the data active = inhibition above about 34%, passing the limit was not always enough
Target sequence (P53350 whole entry, looked up, the tested form may be a part): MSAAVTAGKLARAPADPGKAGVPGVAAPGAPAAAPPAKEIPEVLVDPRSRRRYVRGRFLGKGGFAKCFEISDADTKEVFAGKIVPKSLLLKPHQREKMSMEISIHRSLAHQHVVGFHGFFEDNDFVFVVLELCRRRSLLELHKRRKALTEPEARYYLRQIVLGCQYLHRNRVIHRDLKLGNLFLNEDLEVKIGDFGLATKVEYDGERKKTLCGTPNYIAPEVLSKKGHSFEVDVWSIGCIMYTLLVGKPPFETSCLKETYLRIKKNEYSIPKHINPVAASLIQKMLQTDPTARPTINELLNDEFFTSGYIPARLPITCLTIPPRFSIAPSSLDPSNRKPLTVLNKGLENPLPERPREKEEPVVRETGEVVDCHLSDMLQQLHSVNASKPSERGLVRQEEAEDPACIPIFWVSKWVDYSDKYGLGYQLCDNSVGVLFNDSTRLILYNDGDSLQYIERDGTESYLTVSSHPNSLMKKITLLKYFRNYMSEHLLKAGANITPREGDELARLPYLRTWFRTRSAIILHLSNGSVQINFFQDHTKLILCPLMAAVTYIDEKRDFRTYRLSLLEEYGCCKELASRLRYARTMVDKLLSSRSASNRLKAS
EphB4 antag: EphB4-ephrin-B2 interaction antagonists, primary screen, biochemical, TNYL-RAW peptide probe, fluorescence polarization; EphB4 LBD / TNYL-RAW-Alexa532 peptide; inhibition, % at 7 µM; 97,000 tested, 0.15% active; AID 720, 2007;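 active = inhibition above the screen-wide mean inhibition plus 3 SD, cut at about 15% in these data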;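 also: 0% = DMSO wells and 100% = excess unlabeled TNYL-RAW peptide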
CYP2C9 inh: blockers of cytochrome P450 2C9 activity – biochemical, luminescence, ADME assay, primary screen | 96,000 tested, 20% active | P11712 | inhibition, % at 5 µM | CYP2C9 Supersomes, luciferin-H conversion;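 active = blocking of liver enzyme CYP2C9 beyond about 50% at 5 µM, limit read from the data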; also: values of inactives mirror those of a sister screen read the other way
Target sequence (P11712 whole entry, looked up): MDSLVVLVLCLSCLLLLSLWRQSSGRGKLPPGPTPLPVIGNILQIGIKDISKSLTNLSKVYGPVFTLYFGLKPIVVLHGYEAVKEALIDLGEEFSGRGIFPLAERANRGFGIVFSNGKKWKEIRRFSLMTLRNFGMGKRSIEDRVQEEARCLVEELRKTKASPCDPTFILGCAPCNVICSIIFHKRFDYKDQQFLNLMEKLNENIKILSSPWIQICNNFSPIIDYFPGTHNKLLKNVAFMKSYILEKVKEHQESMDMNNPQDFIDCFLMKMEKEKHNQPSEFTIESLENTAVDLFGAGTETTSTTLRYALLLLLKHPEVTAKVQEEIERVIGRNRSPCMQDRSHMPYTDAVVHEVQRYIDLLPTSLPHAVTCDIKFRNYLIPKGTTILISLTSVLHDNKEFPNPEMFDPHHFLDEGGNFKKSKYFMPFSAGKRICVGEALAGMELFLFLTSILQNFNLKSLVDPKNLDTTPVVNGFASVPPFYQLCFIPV
PTPN22 inh 2: PTPN22 phosphatase inhibitors, primary screen, biochemical, DiFMUP fluorescence, 2 µM. AID 640, 2007. inhibition, % at 2 µM. recombinant LYP catalytic domain. 96,000 tested, 0.21% active;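 active = inhibition at 2 µM at or above a set limit, the screen mean plus 3 SD, cut at about 24% in these data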;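 also: 0% = DMSO with enzyme and 100% = enzyme fully blocked by orthovanadate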
CYP2C9 activ: human CYP2C9 activators, primary screen, biochemical, luminescence | recombinant CYP2C9, luciferin-H conversion; stronger effect = higher value; factor 1 = untreated enzyme, 0 = blocked | activation factor at 5 µM | 96,000 tested, 1.4% active | AID 1024, 2008;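 active = activation factor of 2 or more for CYP2C9 at a 5 µM dose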;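 also: 0 = sulfaphenazole-blocked wells and 1 = vehicle-only wells; values of inactives mirror those of a sister screen read the other way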
LYP act: LYP phosphatase activators, primary screen, biochemical, DiFMUP fluorescence, 2 µM; 96,000 tested, 0.11% active; activation, % at 2 µM; Tyrosine-protein phosphatase non-receptor type 22 (Homo sapiens), Q9Y2R2; recombinant LYP; 0 = plate median, 100 = signal doubled;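 active = activation at 2 µM above a set limit, the mean plus 5 SD, cut at about 37% in these data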
Rev-RRE block: HIV-1 Rev-RRE binding inhibitors, primary screen, biochemical, FRET, protein-RNA interaction. P05866. Rev peptide-RRE RNA binding. inhibition, % at 8 µM. 97,000 tested, 0.79% active. AID 704, 2007;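 active = inhibition above the screen-wide mean plus 3 SD, cut at about 35% in these data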;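 also: 0% = median DMSO wells and 100% = median Neomycin B control wells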
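Test system: Cy5-tagged RRE RNA duplex with fluorescein-tagged Rev peptide | Read-out: % inhibition of FRET ratio versus controls | Probe or stimulus: Labelled Rev peptide | Incubation: 5 min RNA-compound premix plus 15 min binding step, 25 °C | Technique: FRET fluorescence readout | Benchmarks: DMSO low control, neomycin B high control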
PLK1 inh: human PLK1 kinase inhibitors, primary screen, biochemical, TR-FRET. recombinant PLK1 kinase, TR-FRET peptide phosphorylation. inhibition, % at 10 µM. 97,000 tested, 0.53% active. AID 619, 2007;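 active = inhibition of 50% or more in the single-concentration screen; inactive = inhibition below 50%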;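 also: 0% = DMSO max control and 100% = H-89 dihydrochloride min control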
* marks the source's active call; other numbers are inactive results; · = no result given. An unsorted share of the library; any-hit rate near 20%.

SMILES	Candida biofilm	Plk1 PBD FP	EphB4 antag	CYP2C9 inh	PTPN22 inh 2	CYP2C9 activ	LYP act	Rev-RRE block	PLK1 inh
Cc1ccc(NC(=O)NCCN2C(=O)C3C4C=CC(C4)C3C2=O)cc1 (stereo not drawn)	10	37	-5	13	·	0.9	·	3	62*
Cc1ccc(-n2c(=O)c(C#N)cc3c(=O)n4ccccc4nc32)cc1C	6	5	-11	-3	-7	1	6	20	-15
C=CCn1c(SCC(=O)N2CCOCC2)nc(O)cc1=O	-2	-17	5	-9	-10	1.1	7	11	-5
C#CCn1c(S(=O)(=O)Cc2ccc(OC)cc2)nc(-c2ccccc2)c1-c1ccccc1	·	8	2	82*	4	0.2	0	10	-13
CCOC(=O)COn1c(=O)c(-c2cccs2)[n+]([O-])c2ccccc21	1	0	-4	28	-11	0.7	10	9	-12
CC1(C)Cc2c(sc3ncn(N)c(=N)c23)CO1	·	-9	5	2	4	1	-1	8	40
CCC1CCCCN1CCCNC(=O)CNC(=O)Cn1ccc2ccccc2c1=O (stereo not drawn)	6	14	6	-18	5	1.2	-7	6	0
Cc1ccc(Cn2c(Sc3nnc(C)s3)nc3c2c(=O)[nH]c(=O)n3C)cc1	13	-1	5	-1	1	1	-3	9	-2
COc1nc(Nc2ccc(-c3nc4ccccc4o3)cc2)nc(N2CCOCC2)n1	-1	-4	2	·	6	·	-8	1	-23
Cc1cccc(NS(=O)(=O)Cc2ccccc2)n1	3	17	5	·	-10	·	9	11	-9
O=C(NCc1ccc2c(c1)OCO2)C1CC(=O)N(C2CCCCCCC2)C1 (stereo not drawn)	2	0	-6	18	-2	0.8	1	9	-12
CN1C(=S)SC(C)(C)C1/[N+]([O-])=C/c1cccnc1 (stereo not drawn)	5	-4	-1	-2	-3	1	6	2	-4
Cc1cccnc1-n1c(CCN2C(=O)c3ccccc3C2=O)nc2ccccc2c1=O	6	-7	-4	7	12	0.9	-10	5	-13
CCOC(=O)N1CCN(C(=O)c2cn(CCOC)c(=O)c3c2c2ccccc2n3C)CC1	4	-16	-7	-2	-2	1	1	11	-7
Cn1cnnc1SCC(=O)Nc1sc2c(c1C#N)CCCCC2	-2	17	6	·	11	·	-8	17	-6
O=C(CSc1nc(Cc2ccccc2)nc2ccccc12)Nc1ccc2c(c1)OCCO2	·	20	-1	24	-7	0.8	5	1	-9
Cc1nc2ccccc2nc1N1CCOCC1	-1	9	0	8	-2	0.9	3	7	-4
O=C(CN1C(=O)C2(OCCO2)c2ccccc21)c1ccc(Cl)cc1	·	-1	0	·	-5	·	8	-1	-15
CCN1CCN(c2cc(C)c3cc(NC(=O)c4ccc(OC)c(OC)c4)ccc3n2)CC1	9	4	-3	-64	4	1.6	-4	12	-4
COc1cccc(C2c3c(oc4ccc(Cl)cc4c3=O)C(=O)N2c2cc(C)on2)c1OC (stereo not drawn)	0	-11	-4	29	-2	0.7	0	-1	-3
COc1ccc(N(Cc2ccccc2)C(=O)CSc2nnc(Cn3nnc4ccccc43)o2)cc1	-2	15	0	74*	6	0.3	-4	7	-16
Cc1ccc(CN2C(=O)CCC2C(=O)N2CCN(c3ccc(F)cc3)CC2)cc1 (stereo not drawn)	7	-12	-9	38	-12	0.6	11	2	-8
COCc1nnc(NC(=O)c2ccc(NC(C)=O)cc2)s1	-2	-4	5	·	-2	·	-3	3	-4
CCC(=O)n1nc(NCc2ccc(OC)c(OC)c2)nc1NCc1ccc(OC)c(OC)c1	2	2	-7	28	-21	0.7	16	4	-22

Part of the list above with just Rev-RRE block and EphB4 antag:
canonical_smiles,Rev-RRE block,EphB4 antag
COc1cccc(C2c3c(oc4ccc(Cl)cc4c3=O)C(=O)N2c2cc(C)on2)c1OC (stereo not drawn),-1,-4
CCC(=O)n1nc(NCc2ccc(OC)c(OC)c2)nc1NCc1ccc(OC)c(OC)c1,4,-7
Cc1ccc(CN2C(=O)CCC2C(=O)N2CCN(c3ccc(F)cc3)CC2)cc1 (stereo not drawn),2,-9
O=C(CN1C(=O)C2(OCCO2)c2ccccc21)c1ccc(Cl)cc1,-1,0

The results go on:
SMILES	Candida biofilm	Plk1 PBD FP	EphB4 antag	CYP2C9 inh	PTPN22 inh 2	CYP2C9 activ	LYP act	Rev-RRE block	PLK1 inh
O=C(/C=C/c1cccs1)c1cc(F)ccc1OC(=O)N1CCOCC1	·	-13	7	·	0	·	-2	8	-6
Cc1cc2c(=O)n(NC(N)=O)c(C)nc2s1	-2	5	-2	9	0	0.9	0	5	4
CCOC(=O)N1CCN(C(=O)C2CCCN(Cc3nc(-c4ccc(Cl)cc4)oc3C)C2)CC1 (stereo not drawn)	0	-7	-6	-10	-5	1.1	3	6	9
CNc1sc(C(=O)c2ccccc2F)c(N)c1-c1nc2ccccc2s1	6	6	3	84*	9	0.2	-6	35	-4
O/C(=C\Sc1nnc(Cc2ccccc2)o1)c1ccc(Br)cc1	7	5	8	93*	5	0.1	-5	3	-6
COc1ccccc1NC(=O)COc1ccc(C(=O)OCC(=O)N2CCCC2=O)cc1OC	2	8	-5	21	6	0.8	-7	0	-3
O=C1OCCC1Sc1nnc(-c2ccc3c(c2)OCO3)n1-c1ccccc1 (stereo not drawn)	-1	17	-4	2	8	1	-10	0	-6
COC(=O)C1CCN(C(=O)COC(=O)Cn2cnnn2)CC1	7	-5	10	-12	4	1.1	-5	11	0
CNCc1ccc(OCc2ccccc2)c(OC)c1	·	18	-1	3	-7	1	6	6	-3
Cn1ncc(Br)c1C(=O)N/N=C/c1ccc(OS(=O)(=O)c2ccccc2)cc1	6	1	-1	·	6	·	0	11	-2
Cc1ccc(-c2nc3cnccn3c2Nc2ccc3c(c2)OCO3)cc1	5	-9	-2	86*	0	0.1	-2	1	23
O=C(Nc1cccc(Cl)c1)OCc1cncs1	10	-23	-6	87*	6	0.1	-2	-1	1
O=C(Nc1ccc(F)cc1)c1cccnc1N1CCOCC1	-3	-6	10	·	5	·	-8	7	-8
COc1cc(C(=S)N2CCOCC2)cc(OC)c1OS(=O)(=O)c1ccc(NC(C)=O)cc1	·	5	0	36	5	0.6	-6	0	-1
COCCN(C(=O)Nc1ccccc1)C(C)c1cccnc1 (stereo not drawn)	3	7	2	9	-14	0.9	11	2	-6
CCOC(=O)N1CCN(C(=O)c2ccc3c(=O)n(-c4ccc(OC)cc4OC)c(=S)[nH]c3c2)CC1	3	-1	2	-14	-3	1.1	4	0	-10
Cc1cccc(NC(=S)NNC(=O)c2sccc2C)c1	·	-10	0	88*	6	0.1	-4	3	-2
O=C(NCCc1csc(-c2cccnc2)n1)c1ccco1	4	7	5	13	-1	0.9	-2	10	0
CSc1nc(N2CCCC2)c2c(c1C#N)CC(C)(C)OC2	4	3	0	29	-6	0.7	6	8	-10
CC1(C)Cc2c(C#N)c(N3CCOCC3)nc(Cc3ccccc3)c2CO1	0	-11	7	77*	4	0.2	-5	10	-23
CC1CCCN(S(=O)(=O)c2ccc(S(=O)(=O)NC(C)c3cccs3)cc2)C1 (stereo not drawn)	·	-11	8	74*	2	0.3	-2	13	-6
Cc1cccc(N2C(=O)CC(Sc3nc(-c4ccccc4)c4cc(Cl)ccc4n3)C2=O)c1 (stereo not drawn)	·	9	-1	58*	2	0.4	-4	-1	-9
O=[N+]([O-])c1ccc(/C=N/Nc2nc(N3CCCCC3)nc(N3CCCCC3)n2)o1	4	7	6	-4	9	1	-12	23	-8
CC1(C)CNC(=O)CC(C)(C)N1O	·	-5	2	-2	6	1	-3	5	-8
COc1ccc(S(=O)(=O)N(C)CC(=O)NCCC2=CCCCC2)cc1C	4	-20	-3	-26	-5	1.3	6	0	2
Oc1c(Cl)cc(Cl)cc1C(C#Cc1ccccc1)N1CCOCC1 (stereo not drawn)	·	9	1	67*	11	0.3	-7	10	-9
CC(C)NC(=O)c1sc2nc(-c3cccs3)cc(-c3cccs3)c2c1N	2	-2	4	33	20	0.7	-18	11	-2
COCCN(CCOC)c1ncnc2c1cnn2-c1ccc(Cl)cc1	-4	-17	-3	26	-9	0.7	7	7	2
CCn1c(O)c(/C=N/N=C2CCCC2)c2ccc(C3=NNC(=O)CC3)cc21	·	-17	-1	3	17	1	-14	22	5
COc1cccc(/C=N/Nc2ncnc(N)c2[N+](=O)[O-])c1OC	·	6	-1	36	9	0.6	-7	8	-10
CC(=O)Nc1ccc(-c2nnc(SCc3c(C)cc(C)cc3C)n2C)cc1	5	-21	3	15	-6	0.8	3	5	-2
O=C(c1ccccc1)c1cccn1CC(=O)N1CCN(c2ccccc2)CC1	·	6	-6	-26	-7	1.3	5	6	-10
CC(=O)c1ccc(NC2OC(C)C(O)C(O)C2O)cc1 (stereo not drawn)	8	0	-1	-6	7	1.1	-5	4	-8
Cc1noc(NS(=O)(=O)c2ccc(NC(=O)CSc3nc4c(cc3C#N)CCC4)cc2)c1C	·	3	1	26	-3	0.7	0	-1	-15
CC(CN1CCCCC1)OC(=O)c1ccc(Cl)cc1Cl (stereo not drawn)	5	-7	-8	-12	3	1.1	-1	0	-8
Cc1nn(C)cc1CNC(=O)c1cccc(Br)c1	2	-2	3	·	0	·	-1	11	-4
O=C1C2C3c4ccccc4C(c4ccccc43)C2C(=O)N1c1nc(-c2ccccc2)cs1 (stereo not drawn)	·	-35	-3	62*	12	0.4	-7	4	6
CCOC(=O)C1CCN(C(=O)c2c(-c3c(F)cccc3Cl)noc2C)CC1	5	11	0	28	5	0.7	-5	3	-1
O=C(NNC(=O)C1CCN(S(=O)(=O)c2ccc(Cl)cc2)CC1)c1ccc(Cl)cc1	·	6	1	-43	-7	1.4	8	2	-7
COc1cccc(C(=O)OC(C)CN2CCCC2)c1 (stereo not drawn)	5	-12	7	7	-9	0.9	6	5	-10
Cc1c(NC(=O)C(C)c2ccc(CC(C)C)cc2)c(=O)n(-c2ccccc2)n1C (stereo not drawn)	1	-29	6	31	13	0.7	-11	4	2
CN(C)CCCN1C(=O)C(=O)/C(=C(/O)c2ccncc2)C1c1cccnc1 (stereo not drawn)	4	-44	6	31	-20	0.7	18	10	-7
CCCCOc1cccc(NC(=O)CSc2nccn2C)c1	5	17	0	0	14	1	-14	2	-14
COC(=O)[C@H](C)NC(=O)NC(C)CCc1ccccc1 (stereo partly drawn)	7	-10	-4	34	6	0.7	-3	3	-10
CC(=O)NC(C)C(=O)OCC(=O)Nc1ccc(Br)cc1 (stereo not drawn)	3	0	-1	16	-9	0.8	5	14	-7
Cc1ccc(C)c(NC(=O)CSc2nnc(-c3ccccc3)o2)c1	1	-26	-11	24	-1	0.8	-1	-2	1
O=c1[nH]c(-c2ccc(Cl)cc2)nc2c1cnn2-c1ccccc1	6	14	-4	20	-10	0.8	9	0	-21
COc1cc(C(=O)NCc2nnc(SCC(=O)N3CCCCC3)o2)cc(OC)c1OC	-5	9	1	-4	2	1	1	7	-10
CC1OC2C(OC1C)N(S(C)(=O)=O)CCN2S(C)(=O)=O (stereo not drawn)	9	-12	0	-7	0	1.1	-3	2	1
CC(C)Oc1ccc(C(=O)NCc2ccco2)cc1	-2	19	-1	12	10	0.9	-6	7	-21

Screening data from PubChem BioAssay.
